# Compound activity as filed in PubChem.
# West Nile virus CPE: West Nile virus antiviral activity, cell-based, CPE readout (AID 1621). West Nile virus-infected cells, CPE inhibition; higher % means a stronger effect. CPE inhibition, % at 10 µM, or IC50 in µM where a hit was titrated. 290,000 tested, 0.02% active; in the data active means a potency from the dose series; further: strong numbers were not always called active
# Autophagy HCS: autophagy modulators in MEF cells, primary screen, imaging, high-content, MEF GFP-LC3 | MEF GFP-LC3 puncta imaging; test concentration mostly 10 µM | calls only at 10 µM (by protocol) | 190,000 tested, 0.98% active;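 active means percentage of spot-positive cells more than 3 SD above its plate mean, without a fluorescence outlier flag or 80% toxicity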;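 further: spot-positive cell cutoff set from DMSO-treated cells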
# Myeloid diff 2: induction of myeloid progenitor differentiation, primary screen, cell-based, flow cytometry, MLPCN library; 360,000 tested, 1% active; ER-HoxA9 myeloid progenitors, lysozyme-GFP differentiation; AID 624256, 2012; calls only at 10 µM;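 active means normalized GFP-positive differentiation at or above the plate's own cutoff, the solvent-only control mean plus 3 SD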;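 further: cells exposed to compound for four days before flow analysis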
# b-catenin transl: modulators of beta-catenin nuclear translocation, primary screen, imaging, HeLa cells, immunofluorescence, high-content; AID 1665, 2009; nuclear translocation activity, % at 5 µM; 190,000 tested, 0.3% active;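 active means nuclear translocation activity above 50% at 5 µM, with a well cell count of 50 or more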;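 further: per-cell ratio of nuclear to cytoplasmic median beta-catenin stain intensity; plate controls were DMSO negative control for no effect and GSK-3 inhibitor IX positive control for full effect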
#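 System: Human HeLa cells, endogenous beta-catenin | Compound dosing: 5 µM primary, 0.02–20 µM confirmation | Timing: 24 h compound exposure at 37°C, 5% CO2 | Measured by: Fluorescence imaging of beta-catenin antibody stain plus DAPI | Read-out basis: % activation of per-cell nuclear versus cytoplasmic median beta-catenin signal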
# Insulin prom up: insulin promoter activators in MIN6 cells, imaging, high-content screening, mouse beta cells; MIN6 insulin promoter-GFP reporter; active compounds read high; z-score at 5 µM; 190,000 tested, 0.3% active; AID 1625, 2009;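 active means z-score above 3 at 5 µM with at least 500 cells counted in the well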
# T cell modulator: modulators of CD8 T cell-vesicle binding, primary screen, mouse 2C CD8+ T cells, flow cytometry. AID 2052, 2009. 330,000 tested, 0.068% active. calls only at 7 µM. 2C CD8+ T cell-vesicle binding; active compounds read low;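 active means response, share of CD8 T cells binding vesicles, and their 90th percentile fluorescence all below set limits, cut at about 80% in these data, passing the limit was not always enough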
#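 Material: murine 2C transgenic CD8+ T lymphocytes / Also added: QL9-peptide-loaded Drosophila micro-vesicles bearing Ld, ICAM-1 and B7-1 / Schedule: binding step 1.5 h, 37 °C, antibody labelling 20 min, ice / Signal: flow cytometry, PE anti-B7-1 (FL2) versus Alexa647 anti-CD8 (FL8), PFA-fixed / Evaluation: percent CD8+ FL2 mean versus row control / Benchmarks: naked versus QL9-loaded vesicles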
# Hep lipid drop: inhibitors of hepatocyte lipid droplet formation, primary screen, imaging, high-throughput imaging, BODIPY stain | AML12 mouse hepatocytes, oleate lipid droplets | inhibition, % at 6.5 µM | 240,000 tested, 0.4% active | AID 1656, 2009;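 active means lipid droplet intensity inhibited by at least 50%, with more than 500 cells counted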
#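 material = mouse AML12 hepatocyte cell line, fixed after treatment | also added = 100 µM oleic acid challenge | doses = compound at 6.5 µM only | schedule = overnight exposure | technique = Image-based BODIPY and DAPI two-channel analysis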
# WT yeast gro inh: growth inhibition of WT strain, primary screen, mitochondrial fusion inhibitor project, WT and mutant strains, chemical genetic. mitochondrial fusion phenotypic screen. inhibition, % at 10 µM. 190,000 tested, 2.1% active; in the data active means inhibition above about 58%; tested in S. cerevisiae
# MT stabilize HCS: microtubule stabilizers in HeLa cells, primary screen, imaging, high-content imaging. 200,000 tested, 0.83% active. AID 2205, 2009. HeLa tubulin immunostaining HCS, 24 h; share of cells brighter than vehicle mean+2SD. % tubulin-high responders, % at 10 µM;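 active means plate Z-score above 3 for both tubulin-high and condensed-nucleus cell shares, with cell loss under 80%, at 10 µM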;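 further: anti alpha tubulin signal scored within the nucleus-defined area of each cell; some results filed as inactive read as strong as hits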
# WT yeast gro inh mutant strain: second read-out of WT yeast gro inh, no call of its own (marks repeat the call); inhibition, %; mitochondrial fusion phenotypic screen, mutant strain inhibition
# Insulin prom up cell count: further read-out of Insulin prom up, marked with its call; cell count; measured here: cytotoxicity, nuclei count;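 total cells summed across four imaged fields per well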
# Hep lipid drop cells 6.5 µM: further read-out of Hep lipid drop, marked with its call; cell count; measured here: cell count, cytotoxicity flag;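 cells counted across two imaged fields per well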
# b-catenin transl cell count 5 µM: further read-out of b-catenin transl, marked with its call; cell count; measured here: cell count, cytotoxicity flag
# T cell modulator vesicle-bound %: also measured in T cell modulator; calls as there; double positive events, %; measured here: CD8+ vesicle-bound cell fraction;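 binding gate set so that unloaded-vesicle control wells show 10% double positive cells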
# MT stabilize HCS Hoechst-high %: further read-out of MT stabilize HCS, marked with its call; % Hoechst-high responders; measured here: nuclear condensation Hoechst responders;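 share of cells brighter than vehicle mean plus two SD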
# MT stabilize HCS cytotoxicity %: also measured in MT stabilize HCS; calls as there; toxicity, %; measured here: cytotoxicity by cell density;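 0% = mean cell density of plate MIN control wells and 100% = no cells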
# Autophagy HCS cell loss 18 h: further read-out of Autophagy HCS, marked with its call; toxicity, %; measured here: cell loss, nuclei count;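 cell loss after 18 h compound exposure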
# Myeloid diff 2 GFP+ MAC1+ %: second read-out of Myeloid diff 2, no call of its own (marks repeat the call); GFP+ MAC1+ double positive, %; measured here: differentiation confirmed by MAC1 staining
# Starred values were filed as active, the others as inactive; i = inactive; / = no result given; + = active, no number. Hits appear at their usual frequency; overall some 3.9% were active at least once.
SMILES,West Nile virus CPE,Autophagy HCS,Autophagy HCS cell loss 18 h,Myeloid diff 2,Myeloid diff 2 GFP+ MAC1+ %,b-catenin transl,b-catenin transl cell count 5 µM,Insulin prom up,Insulin prom up cell count,T cell modulator,T cell modulator vesicle-bound %,Hep lipid drop,Hep lipid drop cells 6.5 µM,WT yeast gro inh,WT yeast gro inh mutant strain,MT stabilize HCS,MT stabilize HCS Hoechst-high %,MT stabilize HCS cytotoxicity %
CCO[C@H]1OC(C(=O)N2CCN(C)CC2)=C[C@@H](c2ccc(C(F)(F)F)cc2)[C@@H]1CCCO,0.4%,i,13,i,1.2,-2.2,1146,-0.62,1292,i,13,22,714,4,4,1.9,1.5,7.0
CCCOc1ccc(OCCn2nc(C(=O)O)c3ccccc3c2=O)cc1,-0.8%,i,-8,i,0.5,-2.2,1062,-0.68,1376,i,46,-22,678,-27,-11,1.5,2.2,9.9
C/C(=N\O)c1cccc(Br)c1,-0.1%,/,/,i,0.7,1.4,1259,0.4,1346,i,58,-9,728,/,/,/,/,/
COC(=O)C(CC(C)C)NC(=O)c1ccc(F)cc1 (stereo not drawn),0.3%,i,2,i,4.3,-4.4,975,-1,1252,i,33,/,/,10,3,3.2,1.8,3.6
CC(=O)Nc1nnc(SCc2ccc(C(=O)Nc3ccccc3F)cc2)s1,1.4%,i,2,i,0.3,-0.2,1143,0.07,1205,i,62,3,693,0,-4,4.6,2.4,7.6
Cc1ccc(C2=NN=C(NC(=O)CSc3nncn3C)SC2)cc1,-0.3%,i,-17,i,0.4,-0.1,1537,-0.34,1503,i,17,0,678,4,-6,3.9,2.2,13
Cc1ccc(NC(=O)CCn2c(=O)[nH]c3ccsc3c2=O)cc1,0.0%,i,-15,i,0.1,-5.3,1033,0.71,1663,i,57,4,670,12,-14,1.2,2.1,9.0
CC(NS(C)(=O)=O)C(c1cccs1)N1CCN(Cc2ccccc2)CC1 (stereo not drawn),0.3%,i,-22,i,3.7,-1.3,1086,0.2,1741,i,38,4,667,2,0,2.9,2.9,12
Cc1ccc(/C=N/N2C(=O)c3ccccc3NC2c2ccc(C)cc2)cc1 (stereo not drawn),-0.7%,i,-1,+,0.6*,4.8,990,-0.35,1465,i,10,3,723,17,2,5.0,2.9,10
O=C(Nc1ccc2c(c1)OCCO2)c1ccc(Cl)cc1Cl,-0.4%,/,/,i,0.8,/,/,/,/,i,51,-2,784,/,/,/,/,/
CCCn1c(CNC(=O)Cc2ccccc2)nc2ccccc21,-1.0%,i,-7,i,0.9,-0.4,1093,-0.24,1223,i,33,0,686,-5,2,4.8,2.1,0.8
Cc1ccnc(NC(=O)c2cc3ccccc3oc2=O)c1,0.0%,i,31,i,0.1,-0.6,1146,0.26,1274,i,57,7,683,10,-3,3.9,2.0,5.1
O=C(O)c1cc(C2CC2)nn1-c1ccccc1,0.2%,i,35,i,0.8,/,/,/,/,i,22,9,778,0,10,1.6,2.2,3.7

# Some entries already given, reduced to MT stabilize HCS cytotoxicity %:
SMILES | MT stabilize HCS cytotoxicity %
CCCn1c(CNC(=O)Cc2ccccc2)nc2ccccc21 | 0.8
Cc1ccnc(NC(=O)c2cc3ccccc3oc2=O)c1 | 5.1

# Whole records, quoted from the list:
# `CC(NS(C)(=O)=O)C(c1cccs1)N1CCN(Cc2ccccc2)CC1` (stereo not drawn) in the list: West Nile virus CPE = 0.3%; Autophagy HCS = i; Autophagy HCS cell loss 18 h = -22; Myeloid diff 2 = i; Myeloid diff 2 GFP+ MAC1+ % = 3.7; b-catenin transl = -1.3; b-catenin transl cell count 5 µM = 1086; Insulin prom up = 0.2; Insulin prom up cell count = 1741; T cell modulator = i; T cell modulator vesicle-bound % = 38; Hep lipid drop = 4; Hep lipid drop cells 6.5 µM = 667; WT yeast gro inh = 2; WT yeast gro inh mutant strain = 0; MT stabilize HCS = 2.9; MT stabilize HCS Hoechst-high % = 2.9; MT stabilize HCS cytotoxicity % = 12
# `Cc1ccc(/C=N/N2C(=O)c3ccccc3NC2c2ccc(C)cc2)cc1` (stereo not drawn) in the list: West Nile virus CPE = -0.7%; Autophagy HCS = i; Autophagy HCS cell loss 18 h = -1; Myeloid diff 2 = +; Myeloid diff 2 GFP+ MAC1+ % = 0.6*; b-catenin transl = 4.8; b-catenin transl cell count 5 µM = 990; Insulin prom up = -0.35; Insulin prom up cell count = 1465; T cell modulator = i; T cell modulator vesicle-bound % = 10; Hep lipid drop = 3; Hep lipid drop cells 6.5 µM = 723; WT yeast gro inh = 17; WT yeast gro inh mutant strain = 2; MT stabilize HCS = 5.0; MT stabilize HCS Hoechst-high % = 2.9; MT stabilize HCS cytotoxicity % = 10
